N370S GC – inhibits or activates N370S mutant glucocerebrosidase; Potency, µM (doses to about 59.4 µM), without a hit: at the top dose activity change, negative = inhibition, most hits filed as inhibitors; actives 0.092% (n = 330,000); N370S GC spleen homogenate, 4MU-glucoside fluorescence; P04062;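 further: 0% = full enzyme activity and -100% = no enzyme basal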
FEN1 inhibitor – inhibitors of human flap endonuclease 1 | actives 0.35% (n = 390,000) | Potency, µM (doses to about 114 µM), without a hit: at the top dose activity change, negative = inhibition, hits mostly inhibitors | Recombinant FEN1 flap cleavage, fluorescence, 15 min | AID 588795; further: nearly all actives have a fitted effect of over 65% in size
Target sequence (P39748 whole entry, looked up): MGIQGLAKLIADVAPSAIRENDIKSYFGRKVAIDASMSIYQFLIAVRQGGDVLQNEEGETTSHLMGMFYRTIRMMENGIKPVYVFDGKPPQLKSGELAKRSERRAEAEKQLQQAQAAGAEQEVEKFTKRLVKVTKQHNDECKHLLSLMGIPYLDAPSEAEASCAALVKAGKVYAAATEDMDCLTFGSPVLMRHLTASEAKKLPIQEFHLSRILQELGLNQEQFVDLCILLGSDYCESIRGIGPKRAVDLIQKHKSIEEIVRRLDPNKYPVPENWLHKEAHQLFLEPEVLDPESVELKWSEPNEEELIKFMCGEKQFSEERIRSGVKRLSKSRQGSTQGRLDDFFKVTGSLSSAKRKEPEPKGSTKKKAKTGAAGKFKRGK
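Compounds are tested as a concentration series against 10 nM FEN1; after a 15 min room-temperature preincubation, 50 nM substrate starts cleavage, with plate reads at 0 and 15 min. Normalized responses are fitted by a Hill equation.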
GCN5L2 inh – inhibitors of human GCN5L2 histone acetyltransferase; GCN5L2 HAT assay, ThioGlo1 CoA-SH fluorescence; Q92830; Potency, µM (top dose mostly 58.9 µM), inactives show top-dose activity change, negative = inhibition, most hits filed as inhibitors; actives 0.21% (n = 390,000)
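qHTS, 1536-well. 20nM enzyme, pH 7.5 HEPES/EDTA/Tween-20 buffer; 15 min compound preinc., RT. Start: 75uM H3(1-25), 70uM AcCoA, 50uM ThioGlo1. Read Ex340/Em540 at t=0 (autofluorescence flag) and t=20 min.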
* = called active by the depositor; ? = inconclusive; · = no result given; & = joins results of further samples; [ ] = dose if it differs, or a comment. The call rests on the fitted dose curve; in most records, active means well fitted curve in the direction sought with a large enough effect; inconclusive means small, poorly fitted or top-dose-only effect, or another doubt; inactive means no such curve, though single readings can be large; an effect the other way counts as inactive or inconclusive. Unless noted, on the % scale 0 is the no-effect control and ±100 the full control effect; potency means the concentration at half of the fitted maximal effect.

SMILES	N370S GC	FEN1 inhibitor	GCN5L2 inh
CCOc1cc(CNc2ccc(CNc3ncn[nH]3)cc2)ccc1OCc1ccccc1	-12%	15%	-16%
O=C(CSc1nc(-c2ccccc2)cc(=O)[nH]1)Nc1ccc(F)c(F)c1	-2%	2%	0%
CCOc1ccccc1CNC(=O)Cn1ccc2cc(S(=O)(=O)N3CCC(C)CC3)ccc21	-8%	-24%	-10%
COc1ccccc1N(C)S(=O)(=O)c1ccc(C(=O)OCC(=O)N(C(C)C)C(C)C)cc1	-3%	3%	-7%
CNC(C)C#Cc1ccc2oc3cccc(OC)c3c(=O)c2c1 (centres undefined)	?	?	-13%
C/C(=N\NC(=O)C1CC1)c1ccc(NC(=O)c2ccc(Br)o2)cc1	13%	·	-1%
CC(C)Cn1c(N)c(C(=O)NCC2CCCO2)c2nc3ccccc3nc21 (centres undefined)	?	?	-15%
CCOC(=O)Nc1ccc2c(c1)N(C(=O)CN1CCN(C)CC1)c1ccccc1S2	-7%	-5%	1%
CCc1nc(SCC(=O)Nc2nnc(CC)s2)c2c(=O)n(C)c(=O)n(C)c2n1	3%	14%	-9%
CCCCN(C)CCCNC(=O)CN1C(=O)COc2ccc(S(=O)(=O)N3CCC(C)CC3)cc21	·	9%	5%
Cc1ccc2c(CC(=O)N(Cc3ccc(Cl)cc3)Cc3ccco3)coc2c1	·	?	-13%
CCN(CC)CCNC(=O)CCc1c(C)nc2c(c(C)nn2-c2ccc(C)cc2)c1C	?	12%	-22%
COc1ccc(-c2cc(C(=O)N3CCCC3)no2)cc1	-4%	1%	-4%
O=C(c1ccco1)N1CCN(CC(=O)N2CCCc3c2c(=O)oc2ccc(O)cc32)CC1	0%	0%	-8%
CC1(C)CC(NC(=O)C2CCN(S(=O)(=O)c3cccc(C(F)(F)F)c3)CC2)CC(C)(C)N1	·	-8%	2%
CC1CN(S(=O)(=O)c2cn(C)c(=O)n(C)c2=O)CC(C)O1 (centres undefined)	11%	18%	-19%
CCOc1cc(NC(=S)NCC2CCCO2)c(OCC)cc1NC(=O)c1ccccc1F (centres undefined)	26%	-16%	-2%
COc1cccc(NC(=O)c2oc3ccccc3c2NC(=O)c2ccc(OC(C)C)cc2)c1	·	-14%	-13%
COc1ccc(C)cc1NC(=O)C(Cc1ccccc1)NS(=O)(=O)c1cccs1 (centres undefined)	·	-8%	-5%
Cc1cc(C)n(S(=O)(=O)c2cccc(Cl)c2Cl)n1	5%[2.35 µM]	-13%	-2%
Cc1cc(SC2CCOC2=O)nc2ccccc12 (centres undefined)	-1%	-1%	-4%
Cc1cc(C)c2nc3s/c(=C/c4ccc5c(c4)n(C)c(=O)n5C)c(=O)n3c2c1	4%	·	-3%
Cc1cccc(NC(=O)C2CC(=O)N(c3ccc4c(c3)OCCO4)C2)n1 (centres undefined)	·	10%	0%
COc1ccc(-c2nn(-c3ccccc3)cc2/C=C(\C#N)S(=O)(=O)c2ccccc2)cc1OC	-1%	-6%	2%
CN(C)c1ncc2nc(-c3ccc(Cl)cc3)c(=O)n(C)c2n1	7%	·	0%

Three entries from above, bar-delimited.
canonical_smiles | N370S GC | FEN1 inhibitor | GCN5L2 inh
Cc1cc(C)n(S(=O)(=O)c2cccc(Cl)c2Cl)n1 | 5%[2.35 µM] | -13% | -2%
Cc1cc(SC2CCOC2=O)nc2ccccc12 (centres undefined) | -1% | -1% | -4%
Cc1cc(C)c2nc3s/c(=C/c4ccc5c(c4)n(C)c(=O)n5C)c(=O)n3c2c1 | 4% | · | -3%

New compounds follow.
SMILES	N370S GC	FEN1 inhibitor	GCN5L2 inh
Cc1ccc(-c2cc(C(=O)OC3CCOC3=O)c3ccccc3n2)c(C)c1 (centres undefined)	20%	-5%	-8%
CC(C)N1C(=O)CCC1C(=O)N1CCC(Cc2ccccc2)CC1 (centres undefined)	-1%	25%	2%
CCOc1cccc2cc(-c3nc(-c4ccc(Cl)cc4)c(C)s3)c(=O)oc12	·	1%	-1%
Cc1ccc(C)n1Cc1ccc(C(=O)O)cc1	22%	4µM*	16µM*
COc1c(N)c2ccccc2[nH]c1=O	0%	-4%	-2%
COc1cccc(C(=O)c2cc3cc(Cl)ccc3[nH]2)c1	-3%	2%	1%
Cc1ccc(N(C(=O)c2ccccc2Cl)C2=NC(C)CS2)c(C)c1 (centres undefined)	12%	4%	-10%
COc1ccc(Br)cc1[C@H]1[C@@H]2C=CCC[C@@]2(C)C(=O)N1Cc1ccccc1	22%	-3%	-12%
COc1cc(OC)cc(C(=O)N(CCCN2C(=O)c3cccc4cccc(c34)C2=O)c2cccc(OC)c2)c1	19%	3%	-6%
CC(C)Nc1ccc(C(CC(N)=O)NC(=O)Cc2cccc3ccccc23)cc1[N+](=O)[O-] (centres undefined)	6%	4%	1%
CC1Cc2cc(S(=O)(=O)N(Cc3ccccc3)C(C)C)ccc2N1C(=O)C1CCC1 (centres undefined)	·	-3%	-12%
COc1ccc(C(C)=O)cc1CN1C(=O)NC2(CCCCC2)C1=O	15%	3%	-4%
O=C(Nc1scc(-c2ccccc2)c1C(=O)O)c1ccc(F)cc1	-20%	-9%	2%
CCOC(=O)C1(Cc2ccccc2)CCN(Cc2nccn2CC)CC1	-9%	7%	-4%
O=C(O)c1cc(S(=O)(=O)N2CCCCC2)ccc1N1CCCCC1	·	3%	-7%
Cc1sc2ncnc(Sc3nnc4sc5ccccc5n34)c2c1C	10%	·	-3%
CCOc1ccccc1C(=O)Nc1cc(-c2ccc(C)cc2)no1	·	9%	-7%
COc1cc2ccccc2cc1C(=O)Nc1ccc(S(=O)(=O)Nc2cc(C)on2)cc1	-3%	-16%	-21%
O=C(NC1=NCCS1)c1cccc(OC(F)F)c1	0%	4%	-2%
COc1cccc(CN2C(=O)c3ccccc3Sc3ccc(C(=O)NCCc4ccc(C)cc4)cc32)c1	·	9%	-6%
c1cc2c(cc1C1=Nn3c(nnc3C3CCCCC3)SC1)OCO2	14%	1%	-4%[0.501 µM]
CCOC(=O)C1=C(N)OC2=C(C(=O)CCC2)C1c1ccc(C)s1 (centres undefined)	6%	-5%	-1%
CC(C)(Oc1ccc(Cl)cc1)C(=O)NCC(c1ccco1)N1CCCCC1 (centres undefined)	-17%	-10%	-6%
COC(=O)c1sc2cccc(F)c2c1S(=O)(=O)N1CCN(c2ccc(F)cc2)CC1	·	-3%	-10%
CCn1c(CSc2nccn2C)nc2cc(C(=O)O)ccc21	?	-8%	0%
(list continues)
SMILES	N370S GC	FEN1 inhibitor	GCN5L2 inh
Cc1noc(C)c1NC(=O)Nc1ccc2c(c1)C(=O)N([C@@H](C)CO)C[C@@H](C)[C@@H](CN(C)Cc1ccc3c(c1)OCO3)O2	·	3%	-2%
CCc1ccc(NC(=O)CN2CCC(C(=O)c3ccc(OC)cc3)CC2)cc1	-3%	0%	-10%
CCn1c(CNC(=O)c2ccc(OC)cc2)nnc1SCC(=O)c1ccccc1	4%	0%	-5%
Cc1ccc(S(=O)(=O)CCC#N)cc1	4%	0%	19%
Cc1nc(N2CCN(C)CC2)c2cc(-c3ccccc3)sc2n1	-18%	4%	-15%
CCCCn1c(N)c(N(CC(C)C)C(=O)CSCC(=O)Nc2ccc(OC)cc2)c(=O)[nH]c1=O	-7%	-1%	-8%
Cc1cc(C)n(CC(O)CN(c2cccc([N+](=O)[O-])c2)S(=O)(=O)c2ccccc2)n1 (centres undefined)	2%	7%	-5%
Cc1ccc(S(=O)(=O)NNC(=O)c2cc(C)cs2)cc1	1%	11%	-2%
CC(=O)NC12CC3CC(C1)CC(C(=O)N1CCN(S(=O)(=O)c4ccc(C(C)C)cc4)CC1)(C3)C2	-12%	3%	2%
Cc1cccc(NC(=O)CNC(=O)c2cn(Cc3ccccc3)nc2-c2cccnc2)c1C	·	3%	-1%
CCOC(=O)Cc1csc(SC(C)C(=O)NC2CCCCC2C)n1 (centres undefined)	-3%	12%	1%
COC(=O)CN(c1ccc(C(C)C)cc1)S(=O)(=O)c1c(C)[nH]c(=O)[nH]c1=O	-10%	-5%	3%
CC[C@]12c3[nH]c4ccc(Cl)cc4c3CCN1C(=O)[C@@H](CC(=O)NCCC1=CCCCC1)C[C@@H]2C(=O)N1CCN(C(=O)c2ccco2)CC1	·	-3%	-13%
Cc1ccc(SCCC(=O)Nc2cc(C)on2)cc1	6%	-2%	-1%
Cc1cccc(C)c1OCc1cc(C(=O)N2CCCC2c2nonc2C)no1 (centres undefined)	-9%	-6%	-18%
COc1ccc(-n2c(=O)c(-c3ccccc3)nc3cnc(N4CCNCC4)nc32)cc1	-11%	·	-4%
Cc1ccc(S(=O)(=O)N2CCOCC2)cc1C(=O)NCc1ccc2c(c1)OCO2	-4%	4%	11%
Cc1ccc(-c2nc3ncccn3c2NC2CCCC2)o1	-4%	-5%	2%
CCOC(=O)c1c(NC(=O)COc2cccc(C)c2C)sc2c1CCC(CC)C2 (centres undefined)	·	-3%	1%
Cc1ccccc1OCc1nc2c3c(ncn2n1)-c1ccccc1CC31CCCC1	-5%	-5%	-3%
O=C(CCC(=O)NC1CCCCCCC1)Nc1nnc(C(F)(F)F)s1	8%	-1%	-2%
Cc1c(-c2nsc(NC(=O)c3ccc(Cl)cc3)n2)nnn1-c1ccc(C(C)C)cc1	·	-3%	-4%
N=c1n(CCN2CCOCC2)c2ccccc2n1CC(=O)c1ccc(Cl)c(Cl)c1	9%	?	-1%
Cc1ccc2nc(-c3ccc(NC(=O)COC(=O)c4ccc(=O)[nH]c4)cc3)sc2c1	10%	-1%	-6%
CCCCCCCCCCCCOCCOCCOCCOCCO	-12%&-5%	·	-8%&-13%
Carrying on.
SMILES	N370S GC	FEN1 inhibitor	GCN5L2 inh
COc1ccc(C(=O)CSc2nc(C)cc(=O)[nH]2)cc1C	-8%	1%	3%
CC(O)CNCCOc1ccccc1-c1ccccc1 (centres undefined)	8%	1%	-12%
Brc1ccc2c(c1)NC(c1cccnc1)=NC(c1ccccc1)=N2	·	-3%	-2%
O=C(NCCc1cccc(F)c1)[C@@H]1CSC2c3ccccc3C(=O)N21 (some centres undefined)	-5%	9%	-6%
CCC1CCCCN1C(=O)COC(=O)c1ccc(S(=O)(=O)N2CCOCC2)cc1 (centres undefined)	0%	-8%	-3%
CCCOc1ccc(Br)cc1/C=N/NC(=O)c1cc(OC)c(OC)c(OC)c1	2%	6%	1%
CCCCCCCCCCCCCc1ccco1	4%	·	3%
COc1ccc(N(CC(=O)NCCSCc2ccc(C)cc2)S(=O)(=O)c2ccccc2)cc1	2%	3%	?
COc1cc(CN2CCC(CCC(=O)NC3CC3)CC2)cc(Cl)c1OC	-1%	-4%	-5%
CC(C)(C)n1nnnc1C(c1ccccc1F)N(Cc1ccco1)CC1CCCO1 (centres undefined)	12%[2.35 µM]	-14%	-4%
COc1ccc(S(=O)(=O)N2CCCC2CNC(=O)C(=O)NCc2ccc3c(c2)OCO3)cc1 (centres undefined)	-1%	-3%	-14%
COc1ccc(-c2noc(-c3cccc(OC)c3OC)n2)cc1	·	0%	3%
COC(=O)c1ccc(CNC(=O)c2c3c(nc4ccccc24)CCN(Cc2ccccc2)C3)cc1	-3%	13%	1%
CCNc1c(NS(=O)(=O)c2ccc(OC)cc2)c(=O)oc2ccccc12	5%	-4%	-23%
O=C(CN1C(=O)COc2ccc(S(=O)(=O)N3CCCCC3)cc21)NCc1ccccc1Cl	-2%	-15%&14%	0%&-6%
COc1ccc(-n2c(SCCC#N)nnc2-c2cc(Cl)ccc2OC)cc1Cl	6%[2.35 µM]	-8%	-6%
CN(c1ccccc1)S(=O)(=O)c1nnc(NC(=O)c2cccs2)s1	·	21%	-3%
COC(=O)[C@]1(Cc2ccccc2)N[C@H](CN(C)S(=O)(=O)c2ccc(C(F)(F)F)cc2)[C@@H]2C(=O)N(Cc3ccccc3)C(=O)[C@@H]21	·	-15%	-8%
COc1ccc(OC)c2sc(NC(=O)c3ccc(Br)s3)nc12	-3%	1%	-5%
COc1ccc(OC)c(NC(=O)c2cccc(Cn3cc(Br)c([N+](=O)[O-])n3)c2)c1	-4%	-15%	-6%
CC1(C)CC(=O)C2=C(C1)OC(N)=C(C#N)C21CCN(Cc2ccccc2)CC1	-5%	4%	-4%

Entries shown so far with an aryl thioether with sulfur outside any ring, in the order listed:
SMILES	N370S GC	FEN1 inhibitor	GCN5L2 inh
O=C(CSc1nc(-c2ccccc2)cc(=O)[nH]1)Nc1ccc(F)c(F)c1	-2%	2%	0%
CCc1nc(SCC(=O)Nc2nnc(CC)s2)c2c(=O)n(C)c(=O)n(C)c2n1	3%	14%	-9%
Cc1cc(SC2CCOC2=O)nc2ccccc12 (centres undefined)	-1%	-1%	-4%
Cc1sc2ncnc(Sc3nnc4sc5ccccc5n34)c2c1C	10%	·	-3%
CCn1c(CSc2nccn2C)nc2cc(C(=O)O)ccc21	?	-8%	0%
CCn1c(CNC(=O)c2ccc(OC)cc2)nnc1SCC(=O)c1ccccc1	4%	0%	-5%
CCOC(=O)Cc1csc(SC(C)C(=O)NC2CCCCC2C)n1 (centres undefined)	-3%	12%	1%
Cc1ccc(SCCC(=O)Nc2cc(C)on2)cc1	6%	-2%	-1%
COc1ccc(C(=O)CSc2nc(C)cc(=O)[nH]2)cc1C	-8%	1%	3%
COc1ccc(-n2c(SCCC#N)nnc2-c2cc(Cl)ccc2OC)cc1Cl	6%[2.35 µM]	-8%	-6%

Compound activity as filed in PubChem.
